# MCF10A rerep: inducers of DNA re-replication in MCF 10A breast cells. AID 624296. Potency, µM (doses to about 46.1 µM), without a hit: at the highest dose activity, positive = re-replication, hits mostly activators. MCF 10A DNA re-replication, Hoechst nuclear intensity, 48 h. 2.9% of 350,000 active; further: potency means the concentration at half of the fitted maximal effect; % of control where 0% means no effect; nearly all actives have a fitted effect of over 50% in size
# KB-V1 cytotox: kills drug-selected multidrug resistant KB-V1 cells; KB-V1 MDR cells viability, CellTiter-Glo, 72 h; Potency, µM (series often up to 46.1 µM), for inactives: at the highest dose activity change, negative = cytotoxicity, most hits filed as cytotoxic; 3.4% of 400,000 active; AID 1347076; further: potency means the concentration at half of the fitted maximal effect; on the % scale 0 is the no-effect control and ±100 the full control effect; nearly all actives have a fitted effect of over 60% in size
#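 Compound-treated KB-V1 multidrug-resistant cells, 72 h, 37 degrees C; viability by CellTiter-Glo. Fitted qHTS curves give the values.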
# HT1080 IDH1KD tx: HT-1080 IDH1 knockdown cell toxicity (counter line); HT-1080 IDH1 knockdown viability, ATP luminescence, 48 h; Potency, µM (doses to about 46.1 µM), inactives show at the highest dose activity, negative = toxicity, hits mostly cytotoxic; 2% of 360,000 active; AID 686971;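 further: potency means the concentration at half of the fitted maximal effect; 0% = DMSO wells and -100% = cell-free medium wells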
#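 Viability of IDH1-knockdown HT-1080 fibrosarcoma cells was assessed by CellTiter-Glo after 48 h at 37 °C with titrated compound; concentration-effect curves were classified by fit quality and response size.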
# KB-3-1 cytotox: kills parental KB-3-1 adenocarcinoma cells | KB-3-1 viability, CellTiter-Glo ATP luminescence, 72 h | Potency, µM (series often up to 46.1 µM), inactives show at the top dose activity change, negative = cytotoxic, usual class: cytotoxic | 1.4% of 400,000 active; further: potency means the concentration at half of the fitted maximal effect; on the % scale 0 is the no-effect control and ±100 the full control effect; nearly all actives have a fitted effect of over 60% in size
#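 KB-3-1 cells, DMEM (no phenol red) + 10% FBS; compound by pin transfer, 72 h, 37 °C. Readout: CellTiter-Glo luminescence after 10 min. Data normalized, curve-fitted.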
# SW480 rereplic: induces DNA re-replication in SW480 colon adenocarcinoma cells | SW480 DNA re-replication, Hoechst DNA content imaging, 48 h | Potency, µM (top dose mostly 46.1 µM), for the others: top-dose re-replication activation, usual class: activators | 1.8% of 340,000 active; further: potency means the concentration at half of the fitted maximal effect; % of control where 0% means no effect; nearly all actives have a fitted effect of over 55% in size
#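 DNA re-replication was detected as more nuclei of elevated Hoechst intensity after 48 hr exposure to compound (23 nL pinned per well of 250 cells).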
# HEK293 tox: cytotoxic in the GLP-1 receptor inverse agonist counter-screen; HEK293 cAMP-luciferase reporter cells, luminescence, 24 h; Potency, µM (doses to about 38.3 µM), for the others: at the top dose activity change, negative = inhibition, most hits filed as inhibitors; 0.13% of 410,000 active; AID 624418;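 further: loss of luciferase light is scored as toxicity; potency means the concentration at half of the fitted maximal effect; on the % scale 0 is the no-effect control and ±100 the full control effect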
#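 A 23 nL compound transfer followed 12 hours of cell culture at 37 deg C; exposure then lasted 24 hr. Luciferase assay detection reagent was dispensed and plates read for luminescence after a 12 min room-temperature wait.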
# HT1080NT lethal: kills 2HG-producing HT-1080-NT fibrosarcoma cells | AID 686970 | HT-1080-NT fibrosarcoma viability, CellTiter-Glo ATP luminescence, 48 h | 1.6% of 360,000 active | Potency, µM (titrated, usually from 46.1 µM), for the others: at the highest dose activity, negative = less viability, hits mostly cytotoxic;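 further: NT is the 2HG producing partner of a matched IDH1 knockdown line; potency means the concentration at half of the fitted maximal effect; 0% = DMSO-treated cells and -100% = media-only wells without cells; nearly all actives have a fitted effect of over 55% in size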
#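 Read-out is CellTiter-Glo luminescence after 10 minutes at room temperature, following 48 hours' compound treatment of HT-1080-NT cells (750 cells/well, RPMI, 5% FBS, 37 degrees C).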
# DRD3 agonist: D3 dopamine receptor (human) agonism. P35462. D3R DiscoveRx beta-arrestin cells, luminescence, 90 min. max activation, %. 0.58% of 410,000 active; in the data active means max activation above about 30%; further: 0% is about no effect; mostly tested at two doses, the higher about 12 µM
# Target sequence (P35462 whole entry, looked up): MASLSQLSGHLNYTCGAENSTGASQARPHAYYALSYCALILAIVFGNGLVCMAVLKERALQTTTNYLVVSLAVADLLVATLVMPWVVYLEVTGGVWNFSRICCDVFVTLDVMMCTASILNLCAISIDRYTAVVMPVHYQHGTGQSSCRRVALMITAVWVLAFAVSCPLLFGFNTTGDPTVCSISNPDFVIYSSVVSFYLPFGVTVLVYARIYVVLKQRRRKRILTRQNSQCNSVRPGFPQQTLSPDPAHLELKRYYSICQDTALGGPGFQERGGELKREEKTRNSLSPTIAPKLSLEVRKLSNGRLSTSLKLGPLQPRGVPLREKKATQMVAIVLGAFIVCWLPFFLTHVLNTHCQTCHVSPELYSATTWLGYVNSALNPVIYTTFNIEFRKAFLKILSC
#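 Agonist mode: compounds and dopamine controls were applied to plated cells for 90 min at 37 degrees C after an overnight attachment at 1500 cells/well. Luminescent read-out followed 30 - 60 minutes at room temperature with DiscoveRx detection reagent.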
# IL-1B inflam inh: blocks inflammasome-driven IL-1 beta release; 4.7% of 360,000 active; activity change, % at 57.5 µM; THP-1 LPS/ATP IL-1B secretion, AlphaLISA, 16 h; stronger effect = lower value; in the data active means activity change below about -50%; inconclusive means mostly about -30% to -49%; further: on the % scale 0 is the no-effect control and ±100 the full control effect
#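 Secreted IL-1B measured by AlphaLISA bead assay after 16 h compound exposure of THP-1 cells; compounds (final up to 57.5 uM) added 1 h before LPS (250 ng/mL) and ATP (1.25 mM) stimulation; lower signal means less secretion.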
# An asterisk follows results filed as active; ? = inconclusive; / = no result given; & = joins results of further samples; [ ] = remark or other dose. Unless noted, the call rests on the fitted dose curve; in most records, active means well fitted curve in the direction sought with a large enough effect; inconclusive means small, poorly fitted or top-dose-only effect, or another doubt; inactive means no such curve, though single readings can be large; an effect the other way counts as inactive or inconclusive.
SMILES,MCF10A rerep,KB-V1 cytotox,HT1080 IDH1KD tx,KB-3-1 cytotox,SW480 rereplic,HEK293 tox,HT1080NT lethal,DRD3 agonist,IL-1B inflam inh
CC1(C(=O)NCc2ccccc2)CN(S(C)(=O)=O)CC(=O)N1CC(F)(F)F (stereo unspecified),/,5.1%,19.5%,3.4%,/,-4.4%,20.3%,3.2,30.7
CSc1ccc(S(=O)(=O)NCc2ccc(C)cc2)cc1,-2.5%,7.9%,-14.8%,-5.6%,-4.0%,-0.4%,?,-13.9,0.0
COc1ccc(CCNC(=O)CSc2nnc(-c3ccccc3)c3ccccc23)cc1OC,-6.4%,?,7.2%,0.0%,/,-15.6%,9.2%,3.2,0.0
O=S(=O)(c1ccccc1)c1nc(NCc2ccccc2)sc1Cl,?,-27.5%,8.2%,-11.7%,-2.1%,8.3%,-1.9%,4.9,-1.9
Cc1ccc(OCCn2cnc3c(N)ncnc32)cc1,9.0%,7.0%,-14.4%,2.2%,-1.1%,7.5%,-4.3%,4.3,98.7
N#C/C(=C\c1ccc(O)cc1)c1nc2ccccc2o1,?,7.8%,0.0%,0.7%,1.3%,?,?,-5.4,-2.4
CC(C)CC(N)c1csc(Nc2cnccn2)n1 (stereo unspecified),/,5.0%,-11.4%,-5.3%,/,-10.7%,-27.0%,11.2,-15.8
CCOC(=O)C1=C(C)NC(=O)NC1c1ccc(OC)c(CN2CCOCC2)c1 (stereo unspecified),4.5%,9.2%,16.6%,-7.0%,-5.7%,-1.7%,8.4%,-1.8,-18.1
CCCNC(=O)CS(=O)Cc1nc(-c2cccc(OC)c2)oc1C (stereo unspecified),-1.1%,17.7%,6.8%,-5.5%,-12.0%,-23.2%,-1.8%,5.4,8.0
CCN(CC)c1ccc(-c2nn3c(-c4cccnc4)nnc3s2)cc1,5.17µM*,7.31µM*,-18.8%,20.6µM*,20.6µM*,3.8%,-29.2%,4.4,-6.4
CCC1=C(OC(=O)N(CC)CC)N2C(=O)OC(=NCC(=O)OC)[C@]2(C)[C@H]2C1=CC[C@H]1C(=O)N(CC)C(=O)[C@H]12,-0.2%,-0.2%,7.6%,6.4%,-3.5%,0.4%,5.5%,-17.9,10.2
CCCC1=Nc2cc(C(=O)NCc3ccco3)ccc2Sc2ccccc21,8.2µM*,4.11µM*,?,5.8µM*,5.17µM*,?,?,-13.8,5.8
CCOC(=O)c1ccccc1NC(=O)c1cccc(F)c1,3.4%,1.0%,-2.3%,-1.0%,11.6%,-5.1%,1.1%,1.3,-4.6
O=C(Nc1ccc2nc(-c3ccccc3)[nH]c2c1)c1ccco1,5.2%,-24.9%,-24.4%,?,-4.7%,-13.1%,-19.0%,4.1,0.0
COc1nc(C)ccc1-c1noc(-c2ccco2)n1,?,?,-14.6%,-2.2%,-0.8%,4.5%,-12.9%,1.9,13.3
CC(=O)Nc1cccc(-c2ccnc3c2CC(C(=O)NCc2cccnc2)O3)c1 (stereo unspecified),/,-15.6%,?,?,/,-8.5%,?,-8.1,21.9
Cn1cnnc1SC(C(=O)c1ccccc1)c1ccccc1 (stereo unspecified),-1.1%,17.2%,-1.6%,27.3%,5.1%,4.6%,11.6%,-3.3,-20.0
C=CC[C@H]1CC(C)=C[C@H](CC=C)N1,-3.8%,6.3%,11.0%,7.1%,1.2%,1.2%,4.7%,6.6,14.0
Cc1cccc(N2CCN(C(=O)c3c4c(nc5ccccc35)C(=O)N(C3CCCCC3)C4)CC2)c1C,/,9.5%,/,2.4%,/,-3.0%,/,-6.8,/
Cc1ccc(C=Nc2ccc(N(C)C)cc2)o1,?,-3.0%,?,-0.7%,?,-22.1%,-28.8%,17.6,20.4

# Structural class: the compounds so far with fluorine.
SMILES,MCF10A rerep,KB-V1 cytotox,HT1080 IDH1KD tx,KB-3-1 cytotox,SW480 rereplic,HEK293 tox,HT1080NT lethal,DRD3 agonist,IL-1B inflam inh
CC1(C(=O)NCc2ccccc2)CN(S(C)(=O)=O)CC(=O)N1CC(F)(F)F (stereo unspecified),/,5.1%,19.5%,3.4%,/,-4.4%,20.3%,3.2,30.7
CCOC(=O)c1ccccc1NC(=O)c1cccc(F)c1,3.4%,1.0%,-2.3%,-1.0%,11.6%,-5.1%,1.1%,1.3,-4.6

# (next part)
SMILES,MCF10A rerep,KB-V1 cytotox,HT1080 IDH1KD tx,KB-3-1 cytotox,SW480 rereplic,HEK293 tox,HT1080NT lethal,DRD3 agonist,IL-1B inflam inh
COC(=O)c1ccc(NC(=O)CSc2n[nH]c(-c3ccccc3)n2)cc1,/,12.2%,/,-16.1%,/,-11.4%,/,-3.9,/
O=[N+]([O-])c1ccccc1S(=O)(=O)Nc1ccc(-c2ccc3nncn3n2)cc1,2.4%,0.0%,-7.5%,?,0.3%,-0.1%,?,0.0,39.2
CC1CCN(C(=O)Cn2c(=O)c3cccn3c3ccccc32)CC1,-0.3%,-16.1%,-2.0%,-18.8%,0.1%,2.2%,-2.1%,-12.8,-23.9
CCCN1CCC(NCc2cn(C)nc2-c2ccc(Oc3ccccc3)cc2)CC1,?,-5.8%,?,0.0%,?,?,?,2.0,0.0
Cc1ccccc1-c1nc(CN(Cc2c(C)nn(C)c2C)C2CC2)c(C)o1,?,-42.6%,-12.0%,?,-1.7%,-0.6%[7.66 µM],-4.4%,-3.0,-75.8*
O=Cc1ccc(OCc2ccc3ccccc3c2)cc1,0.0%,?,1.3%,-5.8%,0.3%,14.3%,-4.4%,-5.3,0.9
Cc1ccc(C(=O)N2CCCC(C(F)(F)F)C2)cc1S(=O)(=O)N1CCOCC1 (stereo unspecified),-2.2%,-2.6%,12.6%,7.9%,?,-23.7%,6.8%,-9.8,9.0
CC(=O)Nc1ccc(NC(=O)C2(c3cccs3)CCOCC2)cc1,/,5.5%,/,14.6%,/,22.9%,/,3.4,/
CN(Cc1ccc2c(c1)OCCO2)C(=O)CN1C(=O)NC2(CCCCC2)C1=O,-20.0%,-25.2%,10.4%,-1.9%,-11.8%,14.7%,17.6%,-3.8,0.0
COc1cc(CC(=O)OCC(=O)Nc2sccc2C(N)=O)cc(OC)c1OC,2.2%,-3.3%,-28.2%,-9.6%,6.7%,-9.2%,0.0%,32.2*,29.6
O=C(O)CSc1c2c(nc3cc(C(=O)N4CCCC4)ccc13)CCCC2,5.5%,10.0%,-3.2%,15.6%,-2.6%,-0.1%,0.3%,-0.6,-11.4
Cc1c(NC(=O)Cn2nc(C(F)(F)F)c3c2CCCC3)c(=O)n(-c2ccccc2)n1C,-10.2%,12.3%,0.0%,-0.2%,11.2%,4.9%,-1.6%,0.1,0.0
CCOC(=O)Cn1nnc(-c2ccc(S(C)(=O)=O)cc2)n1,-3.4%,-18.4%,1.8%,2.4%,-1.6%,-8.5%,17.3%,8.3,-59.9*
O=C(CN1C(=O)NC2(CCCCC2)C1=O)Nc1ccc2c(c1)OCCCO2,4.6%,?,10.0%,4.4%,-10.0%,4.8%,4.4%[9.24 µM],4.5,?
Cc1nc(SCC(=O)Nc2ccc(F)cc2)c(C#N)c(C)c1CC(=O)c1ccc(Br)cc1,16.4µM*,?,-11.3%,16.4µM*,?,-3.2%,-14.1%,-10.1,15.4
O=C(NCC1OCCc2ccccc21)c1ccco1 (stereo unspecified),5.5%,8.7%,-2.2%,-1.7%,-1.1%,1.9%,1.6%,1.3,11.0
CCn1c(=O)c2c(nc3n2CCCN3CCc2ccc(OC)c(OC)c2)n(C)c1=O,-6.4%,0.0%,1.2%,-1.5%,-5.2%,-6.3%,16.0%,7.2,3.9
CC(C)OC(=O)CC1C(=O)NCCN1C(=O)COc1ccc(C(C)(C)C)cc1 (stereo unspecified),-14.3%,55.8%,-1.6%,-4.2%,-17.8%,-0.2%,4.0%,-2.7,13.3
CCOc1ccc(NC(=O)Cn2nc(-c3ccncc3)ccc2=O)cc1,/,12.9%,/,22.6%,/,-13.0%,/,4.6,/
CCCNC(=O)C1CC(c2ccc(C(F)(F)F)cc2)=NO1 (stereo unspecified),17.1%,-20.4%,14.1%,-6.0%,1.8%,8.8%,14.7%,38.1*,-3.2
COc1cc(/C=N/NC(=O)c2ccc(-c3ccccc3)cc2)cc(OC)c1OC,21.4%,-12.5%,-9.6%,-4.6%,9.2µM*,-15.1%,0.4%,1.4,-20.3
COc1ccc(/C=C/C(=O)N(C)C2CCS(=O)(=O)C2)cc1OC (stereo unspecified),-5.7%,0.0%,12.1%,15.9%,-12.0%,4.3%,15.1%,-1.9,12.7
COc1ccc(C(C)=O)cc1COC(=O)CSCC(=O)Nc1ccc(C)cc1,2.2%,-6.3%,-0.2%,-0.5%,2.8%,8.3%,-13.6%,-12.7,17.5
O=C(Cc1cccs1)N1CCN(S(=O)(=O)c2ccc(Br)cc2)CC1,-31.6%[inhibitor],-17.6%,-1.0%,1.8%,-3.6%&13.3%,5.4%,-0.4%,5.8,6.5
COCCCN(C(=O)CCOc1ccc(C(C)(C)C)cc1)c1c(N)n(Cc2ccccc2)c(=O)[nH]c1=O,?,?,-3.4%,3.2%,-7.2%,-7.5%,-13.6%,8.0,-6.7
Cn1nnnc1SCC(=O)N1c2ccccc2Sc2ccccc21,3.1%,-6.3%,3.9%,8.8%,-2.6%,-16.1%,-2.1%,-0.4,9.6
COc1cccc(C(=O)NC(=S)NCc2ccco2)c1,-32.7%[inhibitor],12.6%,2.6%,3.4%,-2.0%,2.7%,6.4%,-4.0,60.8
COc1ccc(NC(=O)CCN2C(=O)c3ccncc3C2=O)cc1OC,-0.7%,1.1%,-0.8%,0.0%,-28.8%,-3.0%,?,-3.9,-2.5
CN(C(=O)CSc1nnc(N)s1)C1CCCCC1,2.9%,-9.0%,13.7%,-8.7%,-13.2%,-4.3%,1.2%,2.6,0.0

# A few values from the entries so far.
# `COc1cc(/C=N/NC(=O)c2ccc(-c3ccccc3)cc2)cc(OC)c1OC` in DRD3 agonist reads 1.4
# `COc1cccc(C(=O)NC(=S)NCc2ccco2)c1` in MCF10A rerep reads -32.7%[inhibitor]

# Rows were taken by chance; 11% or so of the library scored in one or more.
